# HT1080NT lethal = qHTS for induction of synthetic lethality in tumor cells producing 2HG: qHTS for the HT-1080-NT fibrosarcoma cell line; HT-1080-NT fibrosarcoma viability, CellTiter-Glo ATP luminescence, 48 h; Potency, µM (top dose mostly 46.1 µM), inactives show at the highest dose activity, negative = less viability, actives largely listed as cytotoxic; 360,000 compounds, 1.6% hits; AID 686970, 2013;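 also: NT is the 2HG producing partner of a matched IDH1 knockdown line; 0% = DMSO-treated cells and -100% = media-only wells without cells; nearly all actives have a fitted effect of over 55% in size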
#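 Viability by CellTiter-Glo luminescence after 48 h compound exposure at 37C of HT-1080-NT cells (750/well, RPMI, 5% FBS). % activity scaled between DMSO wells and medium-only wells, then curve-fitted and categorized by curve class.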
# HT1080 IDH1KD tx = qHTS for induction of synthetic lethality in tumor cells producing 2HG: qHTS for the HT-1080-IDH1KD cell line. HT-1080 IDH1 knockdown viability, ATP luminescence, 48 h. Potency, µM (doses to about 46.1 µM), for the others: at the highest dose activity, negative = toxicity, usual class: cytotoxic. 360,000 compounds, 2% hits. AID 686971, 2013;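 also: 0% = DMSO wells and -100% = cell-free medium wells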
#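 Cytotoxicity counter-line: IDH1KD HT-1080, 48 h, CellTiter-Glo. Curves classed by r2, magnitude and activity.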
# HEK293 tox = qHTS of GLP-1 Receptor Inverse Agonists: Cytotox Screen; Potency, µM (titrated, usually from 38.3 µM), for the others: at the highest dose activity change, negative = inhibition, actives largely listed as inhibitors; HEK293 cAMP-luciferase reporter cells, luminescence, 24 h; 410,000 compounds, 0.13% hits;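 also: loss of luciferase light is scored as toxicity; % is scaled to controls: 0 for no effect and ±100 for the full control effect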
#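 To flag toxic compounds, the library was rerun on cells for 24 hr at 37 deg C and 5% CO2. Viability-linked luminescence was captured 12 min after adding luciferase detection reagent.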
# KB-V1 cytotox = qHTS assay for MDR1-selective chemotherapeutics: Primary screen using the drug-selected MDR subline cells KB-V1; Potency, µM (top dose mostly 46.1 µM), for the others: top-dose activity change, negative = cytotoxicity, hits mostly cytotoxic; KB-V1 MDR cells viability, CellTiter-Glo, 72 h; 400,000 compounds, 3.4% hits; also: % is scaled to controls: 0 for no effect and ±100 for the full control effect; nearly all actives have a fitted effect of over 60% in size
#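 Compound-treated KB-V1 multidrug-resistant cells, 72 h, 37 degrees C; viability by CellTiter-Glo. Fitted qHTS curves give the values.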
# KB-3-1 cytotox = qHTS assay for MDR1-selective chemotherapeutics: Primary screen using the parental adenocarcinoma cell KB-3-1 | KB-3-1 viability, CellTiter-Glo ATP luminescence, 72 h | Potency, µM (series often up to 46.1 µM), without a hit: top-dose activity change, negative = cytotoxic, actives largely listed as cytotoxic | 400,000 compounds, 1.4% hits | AID 1347075, 2019; also: % is scaled to controls: 0 for no effect and ±100 for the full control effect; nearly all actives have a fitted effect of over 60% in size
#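 Cytotoxicity in the drug-sensitive parental line KB-3-1 was scored as loss of CellTiter-Glo luminescence following 72 h incubation with compound. Values come from curve fitting of normalized concentration-response data.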
# SW480 rerep = A quantitative high throughput screen for small molecules that induce DNA re-replication in SW480 colon adenocarcinoma cells; AID 624297, 2012; Potency, µM (doses to about 46.1 µM), without a hit: top-dose re-replication activation, hits mostly activators; 340,000 compounds, 1.8% hits; SW480 DNA re-replication, Hoechst DNA content imaging, 48 h; also: % of control where 0% means no effect; nearly all actives have a fitted effect of over 55% in size
#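 SW480 cells exposed to compounds for 48 hr at 37 C, 5% CO2, then Hoechst-stained 40 min. Nuclear DNA content imaged by fluorescence scanning (405 nm excitation, 500-530 nm emission); re-replication scored as increased high-intensity nuclei.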
# GLP-1R agonist = qHTS of GLP-1 Receptor Agonists. Glucagon-like peptide 1 receptor (Homo sapiens), P43220. Potency, µM (highest dose often 45.6 µM), for the others: top-dose activation, most hits filed as activators. 380,000 compounds, 0.007% hits. AID 624172, 2012. HEK293 GLP-1R CRE-luciferase, luminescence, 4-6 h; cells express a hypersensitive GLP-1R form; also: % of control where 0% means no effect
# Target sequence (P43220 whole entry, looked up): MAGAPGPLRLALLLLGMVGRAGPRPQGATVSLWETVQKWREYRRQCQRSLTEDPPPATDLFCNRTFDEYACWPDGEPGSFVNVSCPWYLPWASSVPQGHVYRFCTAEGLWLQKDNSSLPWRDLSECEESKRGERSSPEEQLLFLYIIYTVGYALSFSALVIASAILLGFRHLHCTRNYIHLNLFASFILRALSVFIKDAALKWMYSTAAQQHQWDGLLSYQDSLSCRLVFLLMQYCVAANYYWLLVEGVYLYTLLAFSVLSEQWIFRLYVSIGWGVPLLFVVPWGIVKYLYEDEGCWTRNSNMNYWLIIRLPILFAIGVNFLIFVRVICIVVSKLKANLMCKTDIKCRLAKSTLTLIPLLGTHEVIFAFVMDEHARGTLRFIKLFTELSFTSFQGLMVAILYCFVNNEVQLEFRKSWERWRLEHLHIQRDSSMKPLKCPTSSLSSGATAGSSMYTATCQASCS
# TDP43 rescue = qHTS of TDP-43 Inhibitors. TDP-43 expressing yeast growth rescue, BacTiter-Glo, 24 h. Potency, µM (titrated, usually from 46.1 µM), inactives show top-dose growth rescue (activation), hits mostly activators. 410,000 compounds, 1.8% hits; also: % of control where 0% means no effect; nearly all actives have a fitted effect of over 50% in size
#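 Cell-based yeast growth screen: TDP-43 expression induced in galactose, inoculum OD600=0.02 after raffinose pregrowth to mid-log. Read-out BacTiter-Glo luminescence at 24 hr, 30 deg C; inhibition of toxicity seen as signal increase.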
# GLP1R inv ag = qHTS of GLP-1 Receptor Inverse Agonists (Inhibition Mode). Glucagon-like peptide 1 receptor (Homo sapiens), P43220. HEK293 GLP-1R CRE-luciferase, luminescence, 24 h; GLP-1R form is constitutively active. 410,000 compounds, 1.6% hits. Potency, µM (series often up to 38.3 µM), for inactives: at the highest dose activity change, negative = inhibition, hits mostly inhibitors. AID 624417, 2012; also: % is scaled to controls: 0 for no effect and ±100 for the full control effect; nearly all actives have a fitted effect of over 55% in size
#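 qHTS in 1536-well format: reporter HEK293 cells expressing constitutive GLP-1R activity in DMEM + 10% Nu serum, 24 hr with compounds at 37 deg C, luminescence read after 12 min with detection reagent.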
# * marks the source's active call; other numbers are inactive results; ? = inconclusive; . = no result given; [ ] = remark or other dose. Calls follow the shape of the dose curve; as a rule, active = well fitted curve in the direction sought with a large enough effect; inconclusive = small, poorly fitted or top-dose-only effect, or another doubt; inactive = no such curve, though single readings can be large; an effect the other way counts as inactive or inconclusive. Potency is read from the fitted curve at half-maximal effect.
# Value order: HT1080NT lethal, HT1080 IDH1KD tx, HEK293 tox, KB-V1 cytotox, KB-3-1 cytotox, SW480 rerep, GLP-1R agonist, TDP43 rescue, GLP1R inv ag
CCN(CC(=O)Nc1c(F)cccc1F)C(=O)CNC(=O)c1ccco1
    11%, 4%, 11%, 1%, 3%, ?, 1%, -3%, -5%
O=C(O)c1ccccc1N/C=C\[N+](=O)[O-]
    1%, 7%, -20%, 8%, 10%, -4%, -3%, -2%, ?
Cc1cccc(-c2noc(-c3ccc(N4CCN(C)CC4)c([N+](=O)[O-])c3)n2)c1
    ., ., 3%, -7%, 18µM*, ., ., -49%[inhibitor], ?
CC(C)=CC(=O)Nc1ccc(S(=O)(=O)Nc2ccccn2)cc1
    15%, -1%, -2%, 3%, -8%, -1%, 0%, -3%, 14%
CN1C(=O)C(c2ccccc2[N+](=O)[O-])C(=O)c2ccccc21 (stereo not drawn)
    5%, 11%, 1%, 24%, 4%, -13%, -7%, -14%, 20%
COc1ccc(NC(=O)N(C)C[C@H]2Oc3c(NC(=O)c4nc5ccccc5s4)cccc3C(=O)N([C@@H](C)CO)C[C@H]2C)cc1
    -15%, -3%, -5%, -17%, -1%, -12%, 4%, 14%, ?
CCOC(=O)Cc1csc(NC(=S)NC(=O)c2ccc(Cl)cc2)n1
    5%, 15%, ?, 0%, 25%, -1%, -13%, 14%, ?
O=C(COc1ccc([N+](=O)[O-])cc1)Nc1cccc2cccnc12
    ., ., 1%, ?, ?, ., -5%, ?, 5%
CCCCc1ccc(NC(=O)Nc2c(C)n(C)n(-c3ccccc3)c2=O)cc1
    -1%, 4%, ?, 0%, -9%, 4%, 4%, -15%, 5%
O=C(Nc1ccccc1N1CCOCC1)c1ccc(OCc2cscn2)cc1
    0%, 0%, -1%, 1%, 5%, -15%, 9%, ?, -17%
c1ccc(SCCOCCn2cncn2)cc1
    -1%, 0%, 19%, ?, 0%, -2%, -4%, -10%, 14%
CSCC[C@H](NC(=O)OC(C)(C)C)c1nnc(SCC(=O)Nc2ccc(C)cc2C)o1
    2%, 0%, -8%, -5%, 21%, -2%, -16%, 0%, ?
CCC(Sc1nncn1C)C(=O)Nc1ccccc1OC (stereo not drawn)
    7%, 6%, 12%, 0%, -1%, -8%, 1%, -37%[inhibitor], 21%
COc1ccc(C(=O)Nc2ccc3[nH]ccc3c2)cc1
    18µM*, 21µM*, -25%, 16µM*, 16µM*, ?, -25%, -2%, ?
Cc1cccc(NC(=S)NC(C)C(c2cccs2)N2CCN(C)CC2)c1C (stereo not drawn)
    -14%, -1%, -20%, -2%, -16%, ?, 7%, 0%, ?
O=C(Cn1cc(/C=C\[N+](=O)[O-])c2ccccc21)Nc1ccccc1
    ?, 3.7µM*, ?, ?, ?, ?, -4%, -12%, 7.1µM*
CCOC(=O)c1c(NC(=O)CN2CCOCC2)sc2c1CCCC2=O
    0%, -6%, -9%, 0%, 8%, -4%, 3%, 10%, 61%[activator]
Cc1nc(C(F)(F)F)ccc1C(=O)N1CCCCC1
    6%, 18%, 6%, -2%, 6%, -5%, 7%, 18%, 12%
O=C1CS(=O)(=O)C2(C(=O)N(Cc3ccccc3)c3ccccc32)N1c1ccc(F)c(Cl)c1 (stereo not drawn)
    ., ., -10%, ?, -1%, ., 8%, 20µM*, ?
COc1ccc(-c2nnn(CCc3nn[nH]n3)n2)cc1OC
    5%, 1%, 3%, -1%, -1%, -18%, -8%, 0%, 4%
Cc1ccc(S(=O)(=O)N2C[C@H]3C(=O)C[C@@H](c4ccccc4)N(S(C)(=O)=O)[C@H]3C[C@H]2c2ccccc2)cc1
    -28%, ?, -10%, ?, -2%, ., 1%, ?, ?
CN1C(=C2C(=O)OC(C)(C)OC2=O)Sc2ccccc21
    3%, 0%, 1%, -3%, -4%, -1%, -7%, -19%, 2%
Cc1nc2c(OCc3ccc(F)cc3)cccn2c1N(C)C(=O)CCC1CCCC1
    ?, ?, 4%, -21%, -5%, ., -1%, 0%, -18%
C=CCOc1ccc(/C(O)=C2/C(=O)C(=O)N(CCCN3CCOCC3)C2c2ccccc2)cc1 (stereo not drawn)
    15%, -28%, 14%, 19%, 2%, -9%, 9%, 29%, 33%[activator]
Cc1cc(=O)oc2cc(OCC(=O)Nc3c(C(C)C)cccc3C(C)C)ccc12
    ., ., 30%, -26%, 28%, ., ., ?, 9%
O=C(CNC(=O)c1ccc(Cl)cc1)c1ccccc1
    -9%, 10%, ?, -20%, -1%, -130%[inhibitor], 13%, 3%, ?
CCC/C(=N\NC(=O)CNC(=O)c1ccc(Cl)cc1)c1ccccc1
    0%, -18%, 15%, ?, -8%, -5%, 2%, 13%, ?
O=C(N/N=C/c1ccncc1)c1cccc(N/N=C/c2ccncc2)c1
    -25%, -24%, -21%, 0%, 25%, -13%, 8%, ?, -14%
O=C(O)c1ccc(N2C(=O)CC(N3CCN(c4cccc(C(F)(F)F)c4)CC3)C2=O)cc1 (stereo not drawn)
    22%, 9%, -6%, 4%, 7%, -11%, -3%, -27%[1.82 µM], 27%
Cc1ccc(-c2cc(C(=O)N3CCN(c4ncccn4)CC3)c3cc(Br)ccc3n2)o1
    -4%, -9%, 4%, ?, 15%, ?, 1%, 21%, ?

# The results go on.
# Abbreviations: A = HT1080NT lethal; B = HT1080 IDH1KD tx; C = HEK293 tox; D = KB-V1 cytotox; E = KB-3-1 cytotox; F = SW480 rerep; G = GLP-1R agonist; H = TDP43 rescue; I = GLP1R inv ag
Cc1cccc(C(C)C)c1NC(=O)CSc1cccc[n+]1[O-]
  A: 4% | B: 21% | C: -2% | D: 17% | E: -3% | F: -2% | G: -8% | H: 6% | I: 7%
Cc1ccc(NC(=O)/C=N/OCC(=O)NCc2ccccc2Cl)cc1
  A: 0% | B: -12% | C: -4% | D: -14% | E: -1% | F: -4% | G: 2% | H: -2% | I: ?
CC1CCc2nn(CC(=O)Nc3c(F)cc(F)cc3Br)cc2C1 (stereo not drawn)
  A: 6% | B: 7% | C: -7% | D: -1% | E: 4% | F: -6% | G: -8% | H: 1% | I: -14%
CCOc1ccccc1OCCCC(=O)NCCc1ccc(S(N)(=O)=O)cc1
  A: 13% | B: 1% | C: -14% | D: 0% | E: ? | F: -11% | G: 5% | H: -25% | I: -9%
COc1ccc(Nc2ncc(C(=O)Nc3ccc(F)cc3F)c3ccccc23)cc1
  A: . | B: . | C: -9% | D: ? | E: -11% | F: . | G: -2% | H: 0% | I: ?
C=CCNc1nc2cc(-c3ccccc3OC)sc2c(=O)n1C
  A: -1% | B: 6% | C: 2% | D: -11% | E: 0% | F: . | G: 27% | H: 1% | I: 19%
CC1=C(C(=O)OC(C)(C)C)C(c2ccco2)C(C#N)=C(N)O1 (stereo not drawn)
  A: -16% | B: ? | C: -13% | D: -9% | E: 19% | F: 2% | G: 3% | H: -12% | I: 24%
CN(CC(=O)Nc1ccc(F)c(F)c1F)C(=O)C1CCN(C(=O)Nc2ccccc2)CC1
  A: 7% | B: 1% | C: 8% | D: 2% | E: 25% | F: -2% | G: -10% | H: 19% | I: -2%
CC(NC(=O)C1CCC1)c1ccc(Cl)cc1 (stereo not drawn)
  A: 13% | B: 16% | C: -1% | D: 2% | E: 4% | F: -11% | G: -9% | H: 0% | I: -25%
CN(Cc1ccccc1)C(C(=O)NC1CCCCC1)c1ccc(Cl)cc1 (stereo not drawn)
  A: . | B: . | C: 1% | D: -11% | E: -6% | F: . | G: . | H: -12% | I: 4%
CCN(CC)S(=O)(=O)c1cccc2c(N(C)C)cccc12
  A: 4% | B: 0% | C: 11% | D: -8% | E: 5% | F: 2%[9.22 µM] | G: 5% | H: -5% | I: ?
NC(=O)c1cccc(-c2ccnc3c2CC(C(=O)Nc2ccccc2)O3)c1 (stereo not drawn)
  A: 10% | B: 2% | C: 6% | D: 12% | E: 0% | F: . | G: 1% | H: 9% | I: 16%
CS(=O)(=O)N1CCCC(C(=O)NCc2cccs2)C1 (stereo not drawn)
  A: 9% | B: 12% | C: -19% | D: 10% | E: 10% | F: 1% | G: -10% | H: -11% | I: 0%
COc1ccc(C2(C)NC(=O)N(CC(=O)Nc3ccc(S(=O)(=O)N4CCCC4)cc3)C2=O)cc1 (stereo not drawn)
  A: 1% | B: 2% | C: 5%[0.307 µM] | D: 10% | E: -9% | F: 1% | G: 0% | H: 5% | I: 3%[0.307 µM]

# Four compounds drawn at random from the list so far, as already listed:
# Abbreviations: A = HT1080NT lethal; B = HT1080 IDH1KD tx; C = HEK293 tox; D = KB-V1 cytotox; E = KB-3-1 cytotox; F = SW480 rerep; G = GLP-1R agonist; H = TDP43 rescue; I = GLP1R inv ag
COc1ccc(C2(C)NC(=O)N(CC(=O)Nc3ccc(S(=O)(=O)N4CCCC4)cc3)C2=O)cc1 (stereo not drawn)
  A: 1% | B: 2% | C: 5%[0.307 µM] | D: 10% | E: -9% | F: 1% | G: 0% | H: 5% | I: 3%[0.307 µM]
Cc1nc2c(OCc3ccc(F)cc3)cccn2c1N(C)C(=O)CCC1CCCC1
  A: ? | B: ? | C: 4% | D: -21% | E: -5% | F: . | G: -1% | H: 0% | I: -18%
CCOc1ccccc1OCCCC(=O)NCCc1ccc(S(N)(=O)=O)cc1
  A: 13% | B: 1% | C: -14% | D: 0% | E: ? | F: -11% | G: 5% | H: -25% | I: -9%
O=C(CNC(=O)c1ccc(Cl)cc1)c1ccccc1
  A: -9% | B: 10% | C: ? | D: -20% | E: -1% | F: -130%[inhibitor] | G: 13% | H: 3% | I: ?

# Source: PubChem BioAssay (National Center for Advancing Translational Sciences (NCATS))
